# Bioassay records as filed in PubChem.
# NCOA2 inhibitor = inhibits human steroid receptor coactivator 2. Q15596. HEK293 GAL4-SRC2 luciferase reporter, luminescence. inhibition, % at 9 µM. 0.17% of 370,000 active;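 active means inhibition above the mean inhibition of all tested compounds plus 3 SD, set per campaign, cut at about 52% in these data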;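 further: 0% = DMSO treated cells and 100% = cells given Gossypol at 36 µM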
# Target sequence (Q15596 whole entry, looked up, the tested form may be a part): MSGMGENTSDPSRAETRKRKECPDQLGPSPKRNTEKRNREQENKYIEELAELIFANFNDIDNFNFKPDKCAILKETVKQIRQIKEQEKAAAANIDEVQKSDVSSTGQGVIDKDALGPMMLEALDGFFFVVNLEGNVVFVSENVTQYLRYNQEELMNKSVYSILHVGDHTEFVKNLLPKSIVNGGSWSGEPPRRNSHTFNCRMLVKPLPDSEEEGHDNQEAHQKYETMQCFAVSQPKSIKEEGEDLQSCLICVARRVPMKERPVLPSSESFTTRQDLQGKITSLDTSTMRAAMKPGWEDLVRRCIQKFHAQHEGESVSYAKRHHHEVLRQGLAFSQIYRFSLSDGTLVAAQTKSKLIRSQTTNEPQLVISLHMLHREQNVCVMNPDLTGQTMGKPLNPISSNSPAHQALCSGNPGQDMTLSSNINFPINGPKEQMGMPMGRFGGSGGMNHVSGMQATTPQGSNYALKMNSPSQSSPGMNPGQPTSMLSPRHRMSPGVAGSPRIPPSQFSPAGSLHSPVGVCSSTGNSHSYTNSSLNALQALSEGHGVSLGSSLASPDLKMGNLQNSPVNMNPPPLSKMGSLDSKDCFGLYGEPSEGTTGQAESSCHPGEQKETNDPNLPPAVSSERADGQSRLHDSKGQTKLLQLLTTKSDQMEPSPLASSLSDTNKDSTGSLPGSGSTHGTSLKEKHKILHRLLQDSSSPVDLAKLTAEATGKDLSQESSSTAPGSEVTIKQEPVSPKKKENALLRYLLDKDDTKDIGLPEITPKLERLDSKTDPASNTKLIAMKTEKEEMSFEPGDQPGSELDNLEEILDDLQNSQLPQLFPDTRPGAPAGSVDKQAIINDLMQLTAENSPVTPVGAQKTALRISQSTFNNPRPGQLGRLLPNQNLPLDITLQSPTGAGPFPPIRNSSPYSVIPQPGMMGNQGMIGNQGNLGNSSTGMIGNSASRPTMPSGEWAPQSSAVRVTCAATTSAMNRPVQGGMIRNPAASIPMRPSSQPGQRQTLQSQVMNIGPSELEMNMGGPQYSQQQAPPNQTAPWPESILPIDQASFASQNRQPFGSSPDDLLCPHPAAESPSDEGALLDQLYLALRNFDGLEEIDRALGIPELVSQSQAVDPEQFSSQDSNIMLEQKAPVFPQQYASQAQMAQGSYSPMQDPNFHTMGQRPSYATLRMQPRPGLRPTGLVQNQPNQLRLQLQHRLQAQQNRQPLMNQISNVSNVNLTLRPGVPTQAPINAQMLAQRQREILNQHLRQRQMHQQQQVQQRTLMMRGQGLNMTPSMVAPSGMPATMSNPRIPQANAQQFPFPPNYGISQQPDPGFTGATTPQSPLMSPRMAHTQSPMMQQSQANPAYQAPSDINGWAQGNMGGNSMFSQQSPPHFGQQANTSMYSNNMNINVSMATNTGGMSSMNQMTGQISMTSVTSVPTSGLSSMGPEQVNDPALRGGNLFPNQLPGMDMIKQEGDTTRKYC
# ABHD5 PLIN5 PPI = blocks binding of human ABHD5 to perilipin-5 | Split G. princeps luciferase complementation, luminescence, 4 h | 0.78% of 360,000 active | Q00G26+Q8WTS1 | AID 602281 | inhibition, % at 4 µM;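 active means inhibition above the mean inhibition across every tested compound plus 3 SD, cut at about 22% in these data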;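 further: 0% = DMSO only wells and the 100% control is not disclosed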
# MC4R antagonist = human MC4R antagonism in cAMP assay; P32245; MC4R-expressing cells, MTII-stimulated cAMP, LANCE TR-FRET; inhibition, % at 6.5 µM; 0.48% of 360,000 active; AID 540295;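 active means inhibition above its plate's cutoff, the mean of tested wells on that plate plus 3 SD, cut at about 29% in these data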;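 further: 0% = Melanotan II alone and 100% = Melanotan II plus saturating MCL0020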
#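 Material: U2OS-MC4R stable cell line | Reagent: Melanotan II challenge after compound preincubation | Doses: One concentration, 6.5 µM nominal | Incubation: 30-min compound preincubation, 1-h Melanotan II challenge, 1-h detection, room temperature | Signal: TR-FRET cAMP assay | Replicates: One well per compound, no replicates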
# ABCB6 inh 2 = blocks the human ABCB6 transporter | Q9NP58 | K562-ABCB6 porphyrin accumulation, flow cytometry, 1 h; hits give low values | fluorescence ratio to DMSO, % at 10 µM | 0.19% of 360,000 active;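 active means fluorescence ratio to DMSO below 75%, the collection mean minus 3 SD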;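 further: signal is porphyrin accumulated inside mitochondria; 100% equals median channel fluorescence of DMSO control wells; lower ratio means ABCB6 inhibition with less porphyrin fluorescence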
# TLR9-MyD88 inh = inhibitors of human TLR9-MyD88 binding. Q9NR96+Q99836. CHO BLA complementation TLR9-MyD88, CCF4 FRET ratio. inhibition, % at 4.98 µM. 0.21% of 340,000 active. AID 504734;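 active means inhibition above the mean over all tested compounds plus 3 SD, cut at about 21% in these data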;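 further: 0% = DMSO only wells and 100% = clavulanate BLA inhibitor control wells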
# Glyco luc inh = N-linked glycosylation inhibition | AID 588692 | reporter increase, % at 12.5 µM | D54 ERlucT glycosylation luciferase reporter, 24 h; percent of 100 nM tunicamycin response | 0.23% of 360,000 active;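 active means mean luciferase reporter signal, scaled so untreated is 0 and the glycosylation-blocking control 100, at or above a set limit in every replicate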;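 further: luciferase carries N-glycosylation sites so blocking glycosylation raises the light; 0% = median of neutral control wells and 100% = median of 100 nM tunicamycin wells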
# Cardio protect = myocardial damage modulation in H9c2 cells; H9c2 cardiomyocytes, H2O2 injury protection, ATPLite, 2 h; protection from H2O2 cell death, % at 20 µM; 0.63% of 360,000 active; AID 588492;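 active means compounds giving at least 50% protection of heart cells from peroxide-induced death in the single-dose screen, raw or plate-pattern-corrected value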;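 further: 0% = DMSO wells with peroxide and 100% = DMSO wells without peroxide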
# MC4R barr agon = agonists of human melanocortin 4 receptor (MC4R) beta-arrestin; P32245; U2OS MC4R beta-arrestin complementation, luminescence; percent of melanotan II response, DMSO zero; activation, % at 8.9 µM; 0.98% of 360,000 active; AID 540308;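 active means activation above a per-plate cutoff, the mean activation of sample wells on that plate plus 3 SD, cut at about 8% in these data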
# HTR2A ag = activates the mouse 5-HT2A serotonin receptor; P35363; activation, % at 7.6 µM; 0.66% of 360,000 active; CHO-K1 mHTR2A beta-arrestin complementation, luminescence; percent of 30 µM serotonin response;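 active means activation above a run cutoff, the mean activation of all tested compounds plus 3 SD, cut at about 14% in these data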;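 further: 0% = plate median of compound wells and 100% = 30 µM serotonin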
# NOD2 RIPK2 PPI = blocks binding of human NOD2 to RIPK2; inhibition, % at 4.98 µM; 0.38% of 360,000 active; O43353; CHO BLA complementation NOD2-RIPK2, CCF4 ratio; AID 624267; in the data active means inhibition above about 21%;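 further: 0% = vehicle only and 100% = reference blocker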
# * hit, by the source's call; x = no result given. The list is partial. The share of hits here may be higher or lower than overall.
SMILES,NCOA2 inhibitor,ABHD5 PLIN5 PPI,MC4R antagonist,ABCB6 inh 2,TLR9-MyD88 inh,Glyco luc inh,Cardio protect,MC4R barr agon,HTR2A ag,NOD2 RIPK2 PPI
COc1ccc(CN2CCC(C(=O)Nc3ccc(Oc4ccccc4)nc3)CC2)cc1F,37,-1,6,86,7,-6,-13,0.2,-3,-5
O=c1[nH]c(=S)n(-c2cccc(C(F)(F)F)c2)c(O)c1C=NCCN1CCNCC1,-14,5,-5,100,0,3,-5,0.8,1,-8
O=C(Cc1cccc(NC(=O)C2CCCN(C(=O)C3CCCC3)C2)c1)Nc1cccc(C(=O)N2CCOCC2)c1 (stereo not given),-8,-5,-1,96,-13,0,5,-0.5,1,-2
Cc1cccc(NC(=O)CNC(=O)c2cn(Cc3ccccc3)nc2-c2cccnc2)c1C,-23,-2,1,94,1,0,4,-0.1,5,1
O=C(Cn1cnc2cc([N+](=O)[O-])ccc2c1=O)N1CCN(S(=O)(=O)c2ccccc2)CC1,20,-3,1,93,0,-1,8,-1.9,-1,-10
CCN(CC)C(=O)CSc1nc2ccccc2c(=O)n1CCC(=O)N1CCN(c2ccccc2)CC1,14,-7,1,91,6,1,9,-2.0,0,-1
CCCOc1cccc(C(=O)NCCCNC(=O)c2ccccn2)c1,-4,7,3,100,-1,7,7,0.1,4,-11
CCCCn1c(N)c(N(CC(C)C)C(=O)c2ccc(S(=O)(=O)N3CCCCC3)cc2)c(=O)[nH]c1=O,-10,-4,4,99,-7,1,3,1.0,-2,-9
Fc1ccccc1Nc1nc2ccccc2o1,-60,-3,19,96,-7,-14,-13,1.4,10,-1
COC(=O)Cn1c(=NC(=O)c2cc(-c3cccs3)nc3ccccc23)sc2cc(S(N)(=O)=O)ccc21,12,26*,24,97,-1,5,66*,-4.4,2,-14
CCOC(=O)Nc1cc(C(=O)OCC)c(C)nc1C,-5,1,5,102,-7,2,6,2.0,2,0
COc1ccc(OC)c(CC(NC(C)=O)C(=O)NC2CCN(S(=O)(=O)c3ccc(NC(C)=O)cc3)CC2)c1 (stereo not given),-2,-1,-3,95,1,3,4,0.1,4,1
COc1ccc(N(CC(=O)NCc2ccccc2C)S(=O)(=O)c2ccccc2[N+](=O)[O-])c(OC)c1,-20,17,1,99,-3,-2,2,-1.9,1,13
Cc1ccccc1OCCCC(=O)Nc1ccc(N2CCOCC2)cc1,19,-7,9,104,6,0,-6,0.1,-5,6
CC(=O)c1nn(-c2cccc(Br)c2)cc1C(=O)c1cccc2ccccc12,10,-10,7,96,-6,-7,-6,1.8,0,4
O=C(C(=O)N1CCOCC1)c1cn(CC(=O)N2CCCCC2)c2ccccc12,-23,7,5,92,0,2,-4,-3.7,7,2
O=C(c1ccccc1)N1CCN(CC(O)Cn2ccc3ccccc32)CC1 (stereo not given),23,0,8,101,-4,0,3,2.2,-5,-4
O=C(CCC1CCCN(C(=O)c2ccco2)C1)NCc1ccccc1F (stereo not given),-13,3,12,93,-6,4,9,6.1,-2,9
COc1cc(C)ccc1OCC(=O)Nc1nnc(C2CC2)s1,-8,-2,8,104,-1,1,3,-0.9,6,0
CCOC(=O)N1CCN(CC(=O)Nc2c(C(=O)OC)[nH]c3ccc(Cl)cc23)CC1,17,1,-13,102,-5,0,14,-1.9,1,-10
O=c1[nH]c2c(c(=O)n1-c1ccccc1)CCO2,-8,2,-7,91,3,1,4,1.6,5,6
CS(=O)(=O)NCC(c1ccco1)N1CCN(c2ccc(F)cc2)CC1 (stereo not given),-5,1,4,96,0,1,-5,-0.1,5,1
Cc1ccc(NC(=O)CSC2=C(C#N)C(c3ccc4c(c3)OCO4)C3=C(CCCC3=O)N2)c(C)c1 (stereo not given),12,1,26,96,-1,0,3,0.7,-4,-6
CC(=O)c1c(C)[nH]c(C(=O)CN2C(=O)NC(C)(c3ccc(C)cc3)C2=O)c1C (stereo not given),10,10,6,94,-1,5,2,0.9,6,-12
CCCNC(=O)NC(=O)CSc1ncc(C(F)(F)F)cc1Cl,-3,-11,-7,102,-3,1,-1,-1.1,3,2
CN(c1ccccc1)S(=O)(=O)c1cc(C(=O)OCC(=O)c2c(N)n(C)c(=O)n(C)c2=O)ccc1Cl,-6,-4,9,101,3,3,7,-1.2,2,-1
Cc1nn2c(-c3cccc(NC(=O)c4ccco4)c3)nnc2c2ccccc12,8,0,-12,96,-20,0,80*,0.5,3,-6
FC(F)(F)c1cccc(CNc2ncccc2-c2nc3cc(Cl)ccc3o2)c1,-38,2,1,98,5,0,-1,-0.6,6,-10
O=C(NCCc1nc2ccccc2[nH]1)/C(=C/c1ccco1)NC(=O)c1ccco1,-13,3,-2,99,-6,1,-8,-1.6,-3,6
CS(=O)(=O)N1CCN(c2ccc(NC(=S)NC(=O)c3ccccc3[N+](=O)[O-])cc2)CC1,-22,0,4,106,-11,0,-3,-3.0,3,-10

# In another format: results already given.
# Results follow in this order: NCOA2 inhibitor, ABHD5 PLIN5 PPI, MC4R antagonist, ABCB6 inh 2, TLR9-MyD88 inh, Glyco luc inh, Cardio protect, MC4R barr agon, HTR2A ag, NOD2 RIPK2 PPI
CS(=O)(=O)NCC(c1ccco1)N1CCN(c2ccc(F)cc2)CC1 (stereo not given)
  -5, 1, 4, 96, 0, 1, -5, -0.1, 5, 1
O=c1[nH]c2c(c(=O)n1-c1ccccc1)CCO2
  -8, 2, -7, 91, 3, 1, 4, 1.6, 5, 6

# (next part)
SMILES,NCOA2 inhibitor,ABHD5 PLIN5 PPI,MC4R antagonist,ABCB6 inh 2,TLR9-MyD88 inh,Glyco luc inh,Cardio protect,MC4R barr agon,HTR2A ag,NOD2 RIPK2 PPI
COc1ccc(NC(=O)CCc2c(C)nn(-c3ccc(N4CCOCC4)nn3)c2C)cc1,-47,-1,-5,83,1,-3,0,-0.6,0,-18
COc1ccccc1/C=N/NC(=O)C(=O)Nc1ccccc1OC(F)(F)C(F)F,16,-5,0,98,-5,3,6,2.0,-3,-12
COc1cccc(NC(=O)CN2C(=O)NC3(CCCCCC3)C2=O)c1,0,-6,-4,103,6,-1,-5,1.4,5,-3
CN(C)S(=O)(=O)n1cc(/C=C(\NC(=O)c2ccccc2F)C(=O)NCCCn2ccnc2)c2ccccc21,15,8,-3,93,9,0,31,-1.1,-3,2
O=C(Nc1ccc(Cl)cc1)C1CCN(C(=O)c2cccs2)CC1,1,1,-3,106,-2,2,-1,-2.0,-8,7
CS(=O)(=O)N1CC(C(=O)NN)Oc2ccc(Cl)cc21 (stereo not given),-5,-8,-1,98,-1,1,1,-1.8,-4,0
COc1cccc(CN2CCC(C(=O)Nc3ccc(Oc4cccnc4)cc3)CC2)c1,0,-2,13,92,4,-2,0,-4.3,-1,-10
Cn1c2ccccc2c(=O)c2ccc(F)cc21,-47,9,-4,97,-24,6,-3,-1.8,9,-22
CC1(C)COC(c2ccc(F)c([N+](=O)[O-])c2)=N1,-21,0,7,94,8,-7,-20,-1.8,1,4
CCN(c1ccccc1)S(=O)(=O)c1cccc(C(=O)NCC(c2ccco2)N2CCCC2)c1 (stereo not given),22,1,3,107,-3,x,4,-1.1,-8,0
CCn1c2ccccc2c2cc(NC(=O)CSc3nnc(C4CC4)n3Cc3ccco3)ccc21,4,31*,-1,88,2,3,-2,-0.9,-3,-1
O=C(c1ccccc1NS(=O)(=O)c1cccc(C(F)(F)F)c1)N1CCc2ccccc21,-17,0,16,100,-4,1,4,10*,4,-8
CC1=CC2=NC(=O)/C(=C/c3cccs3)C(=N)N2O1,7,-4,-5,96,11,2,-5,1.1,8,-8
CN(C)c1ccc(-c2ccnc3c2CC(C)(C(=O)Nc2ccccc2)O3)cc1 (stereo not given),-4,7,7,91,x,1,3,-0.2,6,-8
Cc1ccc(C(=O)O/N=C(\N)Cc2cccs2)cc1[N+](=O)[O-],-36,-7,2,103,-4,1,-8,-3.8,-3,1
CC1(c2nnc(-c3ccc(Cl)cc3)o2)CC(c2ccc(Cl)cc2)=NO1 (stereo not given),-35,0,1,102,-14,5,-13,-0.4,0,-9
C[C@H](CO)N1C[C@H](C)[C@H](CN(C)C(=O)c2cc(-c3ccccc3)on2)OCc2cnnn2CCCC1=O,-14,-3,-3,99,10,1,-2,-2.3,3,-5
CCC(=O)n1nc(-c2ccc(OC)cc2)nc1SC,-65,0,6,103,-1,3,-6,-9.6,4,3
O=C(COC(=O)CN1C(=O)C2CCCCC2C1=O)Nc1ccc(S(=O)(=O)N2CCOCC2)cc1 (stereo not given),-14,0,2,99,-2,4,16,-2.2,-1,-1
Nc1cc(C(F)(F)F)ccc1NCCc1ccccn1,-5,1,-4,93,4,3,-7,-0.3,0,0
COc1ccc(/C=N/Nc2cc(C)nc(N)n2)cc1,-22,5,0,98,-5,0,-1,1.1,-4,-4
C1=C2C[N+]3(CCCC3)CC2Cc2ccc3ccccc3c21 (stereo not given),-7,7,6,84,-4,4,3,-1.3,4,1
Cc1cc2ccccc2c(=O)n1CC(=O)NCC(=O)N(C)Cc1ccccc1,-14,0,4,98,-7,-1,3,1.8,1,1
CCNc1nc(CN2CCOCC2)nc2sc3c(c12)CCC3,2,2,14,100,-10,0,22,1.1,2,-1
O=C(CSc1nnnn1C1CC1)N1CCN(c2cccc(Cl)c2)CC1,20,3,2,92,-2,-2,0,-2.3,-4,5
O=C(Cc1cccc(C(F)(F)F)c1)NCC(c1ccco1)N1CCCCC1 (stereo not given),10,1,0,94,-7,-1,2,-1.3,-3,6
CCCCCOCC1CC(C/C(C)=N/Nc2nc(-c3ccccc3)cs2)C(=O)O1 (stereo not given),-7,-8,13,112,5,1,-6,2.0,3,0
CCN(CC)CCCN1C(=O)c2oc3ccccc3c(=O)c2C1c1cc(OC)ccc1OC (stereo not given),0,2,11,106,1,0,0,-1.1,-3,-6
COc1ccc(CCNS(=O)(=O)c2cn(C)nc2C)cc1,13,-5,-6,86,4,1,0,0.6,8,-1
O=C(C1CCCCC1)N(Cc1nc2sc3c(c2c(=O)[nH]1)CCCC3)Cc1cccs1,-9,-1,3,100,-3,2,-26,0.7,1,-6
COC(=O)c1ccc(COc2ccccc2/C=C(\C#N)C(=O)Nc2ccc(C)cc2C)cc1,0,1,-9,102,0,10,-6,6.3,0,1
CCCCC[C@H](C)N1C[C@@H](COCc2ccccc2)Oc2cc(N3CCC[C@@H]3CO)ccc2S1(=O)=O,12,-9,x,101,x,x,x,x,-3,-17
O=C(NCc1cccc(C(F)(F)F)c1)c1ccc2sc(COCCO)nc2c1,6,6,9,96,x,0,2,-1.4,-3,4
CC(=O)Nc1ccc(S(=O)(=O)N[C@@H](C)C(=O)OCC(=O)c2ccc(C)cc2)cc1,-18,-11,3,95,-7,0,-4,-2.3,-6,-3
COc1ccc(N2C(=O)CC(Nc3ccc(C)cc3)C2=O)cc1 (stereo not given),0,2,3,103,0,2,8,-0.8,3,10
COC(C(=O)Nc1ccc(F)c(F)c1)c1ccccc1 (stereo not given),11,-1,-1,98,-12,-1,9,-2.5,-2,-13
